p53ts 32C kill = kills p53ts cells at the permissive temperature. AID 924. H1299-p53A138V at 32C, ATP luminescence viability, 24 h. Potency, µM (doses to about 46.1 µM), without a hit: top-dose activity change, negative = cytotoxicity, usual class: cytotoxic. hit rate 0.93% among 130,000;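 also: 0% = DMSO and -100% = full killing by reference compound; nearly all actives have a fitted effect of over 55% in size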
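Cells: H1299 p53ts (A138V), 600/well, pre-incubated 16–30 h at 37C. Cpd up to 46 uM, 24 h, 32C. Readout: ATPlite luminescence, 20 min RT. Normalization: DMSO vs tamoxifen 100 uM. AC50 by Hill equation.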
Peg3 imprint = induces erasure of genomic imprints in mouse ES cells; AID 1948; hit rate 0.02% among 110,000; Potency, µM (top dose mostly 60.7 µM), inactives show at the highest dose activity change, positive = activation, most hits filed as activators; mouse ES Peg3-LacZ reporter, beta-gal luminescence, 40 h;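 also: 0% = negative control wells on the plate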
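Gelatin-coated wells received 300 freshly trypsinized female ES cells with a Peg3LacZ-Neo reporter on the maternal allele, then incubated 40 hours at 37C. BetaGlo was added for 5 minutes at room temperature before a single luminescence read.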
p53ts 39C tox = kills p53ts cells at the nonpermissive temperature | hit rate 1.5% among 130,000 | AID 902 | H1299-p53A138V viability at 39C, ATP luminescence, 24 h | Potency, µM (doses to about 46.1 µM), for inactives: at the top dose activity change, negative = cell killing, usual class: cytotoxic; also: nearly all actives have a fitted effect of over 55% in size
IkB signaling = IkB pathway inhibition in ABC-DLBCL cells | ABC-DLBCL IkBa-CBG/CBR dual luciferase ratio, 4 h; response scale: scaled: untreated 0%, proteasome inhibitor 100% | Potency, µM (titrated, usually from 57.1 µM), for inactives: at the highest dose IkBa stabilization activation | AID 445 | hit rate 0.04% among 110,000; active = well fitted curve in the direction sought with a large enough effect in the signal ratio, not every such curve was filed as active; inconclusive = small, poorly fitted or top-dose-only effect, or a change in a side signal; the % refers to the signal ratio;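 also: the direction sought is a rising ratio; 0% = basal untreated cells and 100% = reference inhibitor full response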
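Curves were fitted separately to fusion (green), unfused (red) and ratio luminescence, then classed by r2, magnitude and activity. Cells: OCI-Ly3, 4 h compound plus doxycycline at 37C; 10 uM MG-132 defined full response.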
* hit, by the source's call; ? = inconclusive; . = not tested or not shown; [ ] = remark or other dose. Unless noted, calls follow the shape of the dose curve; as a rule, active = well fitted curve in the direction sought with a large enough effect; inconclusive = small, poorly fitted or top-dose-only effect, or another doubt; inactive = no such curve, though single readings can be large; an effect the other way counts as inactive or inconclusive. Unless noted, % is scaled to controls: 0 for no effect and ±100 for the full control effect; potency is read from the fitted curve at half-maximal effect.

Preview, three compounds:
SMILES	p53ts 32C kill	Peg3 imprint	p53ts 39C tox	IkB signaling
CCOc1ccc(CCNC(c2nnc(-c3ccccc3)o2)c2ccccc2Cl)cc1OCC (stereo unspecified)	?	-13.4%[10.9 µM]	-11.1%	?
CN(C)CCCNC(=O)c1ccc(Cc2nc3ccccc3[nH]2)cc1	-1.8%	.	3.1%	.
OC(COc1ccccc1)CN1C2=NCCCN2c2ccccc21 (stereo unspecified)	-15.2%	-19.8%	-12.1%	0.4%

The list itself, from the first entry:
SMILES	p53ts 32C kill	Peg3 imprint	p53ts 39C tox	IkB signaling
CCOc1ccc(CCNC(c2nnc(-c3ccccc3)o2)c2ccccc2Cl)cc1OCC (stereo unspecified)	?	-13.4%[10.9 µM]	-11.1%	?
CN(C)CCCNC(=O)c1ccc(Cc2nc3ccccc3[nH]2)cc1	-1.8%	.	3.1%	.
OC(COc1ccccc1)CN1C2=NCCCN2c2ccccc21 (stereo unspecified)	-15.2%	-19.8%	-12.1%	0.4%
Cc1cc(NC(=O)COC(=O)c2ccc(F)c(S(=O)(=O)N3CCOCC3)c2)no1	9.0%	-2.2%	8.5%	0.7%
O=C(Nc1ccccn1)C1CCN(S(=O)(=O)c2cccs2)CC1	2.6%	-9.3%	7.9%	1.0%
COc1ccc(N2CCN(C(=O)CSc3nc4cc(OC)c(OC)cc4cc3C#N)CC2)cc1	2.7%	1.5%	-5.9%	0.3%
Cc1[nH]c2ccccc2c1C1(O)C(=O)N(Cc2ccccc2)c2ccc(Br)cc21 (stereo unspecified)	-20.4%	-10.0%[10.9 µM]	12.6µM*	?
Cc1c(NC(=O)CCC(=O)N2CCOCC2)c(=O)n(-c2ccccc2)n1C	11.0%	.	20.9%	.
CCC(=NCCc1ccccc1)C1=C(O)CCC1=O	8.5%	17.0%	8.7%	1.2%
COc1ccc(OCCNC(=O)c2ccccc2OCC(=O)N2CCCCC2)cc1	7.5%	-26.8%	7.9%	4.4%
Cc1cccc(N2CCN(C(=O)c3noc4c3CCCCC4)CC2)c1C	1.0%	14.3%[10.9 µM]	-2.1%	?
CC(=O)c1coc2ccc(OCCN3CCCCC3)cc12	-5.1%	-6.6%	-7.2%	1.1%
CCOc1ccc(N=C2SC(C(=O)O)CC(=O)N2C)cc1 (stereo unspecified)	-5.0%	-10.1%	-8.5%	1.8%
COC1=Cc2c(ccc3ccc(=O)oc23)OC1(C)C	-2.7%	-3.9%	4.8%	-3.1%
CC(=O)Nc1ccc(S(=O)(=O)NCC2CCC(C(=O)NCCC(C)C)CC2)cc1 (stereo unspecified)	-2.2%	-9.1%	-7.5%	0.4%
CCOC(=O)C(CC)(CCC(=O)O)c1csc(N)n1 (stereo unspecified)	7.6%	-0.1%	-2.0%	-1.0%
O=C(C1CCC(CNS(=O)(=O)c2cccc3cccnc23)CC1)N1CCCC1 (stereo unspecified)	0.9%	0.5%	4.8%	-0.2%
O=C(CCN1CCN(c2ccccc2)CC1)Nc1ccc(Cl)cc1	-4.0%	.	6.8%	.
Cc1cccc(-n2c(SCC(=O)NC3CCCC3)nnc2-c2ccoc2C)c1	-2.3%	.	11.0%	.
CCc1ccc(OC(=O)c2ccn(CC)n2)cc1	-2.3%	-9.3%	-3.0%	-2.2%
Cn1c(SCc2ccccc2)nnc1-c1cccs1	-18.5%	-29.2%	-6.1%	?
COc1ccccc1N1CCN(CCC(=O)Nc2ccc3c(c2)OCO3)CC1	-4.1%	-16.2%	-0.7%	-0.3%
CCN(C#N)c1nc(NC(C)C)nc(NC(C)C)n1	6.8%	-21.3%	9.3%	-0.9%
CC(C)(C)Nc1cccccc1=O	-4.8%	-4.7%	0.4%	-3.1%
Cc1cccc(N2CC(C(=O)O)CC2=O)c1 (stereo unspecified)	0.3%	-6.4%	19.8%	2.2%

Complete entries as entered above. Values in the order: p53ts 32C kill | Peg3 imprint | p53ts 39C tox | IkB signaling
CCOc1ccc(N=C2SC(C(=O)O)CC(=O)N2C)cc1 (stereo unspecified) in the list: -5.0% | -10.1% | -8.5% | 1.8%
CC(=O)c1coc2ccc(OCCN3CCCCC3)cc12 in the list: -5.1% | -6.6% | -7.2% | 1.1%

Carrying on.
SMILES	p53ts 32C kill	Peg3 imprint	p53ts 39C tox	IkB signaling
CC(c1ccccc1)C1C(C#N)=C(N)SC(N)=C1C#N (stereo unspecified)	1.6%	-22.8%	-2.1%	2.9%
CN(Cc1ccccc1)c1ccc(-c2nc(-c3ccccc3)no2)cc1[N+](=O)[O-]	-8.8%	-15.9%[10.9 µM]	-12.0%	?
CC1CCN(S(=O)(=O)c2cccc(C(=O)Nc3ccccn3)c2)CC1	4.9%	-15.4%	12.0%	-0.7%
O=C(CSc1nc2ccccc2o1)Nc1ccccc1	-2.9%	-32.8%[inhibitor]	0.3%	1.4%
COc1ccc(OC)c(S(=O)(=O)Nc2ccc(O)c3ccccc23)c1	?	-27.6%	10µM*	?
CCC(Sc1nc(=O)cc(N)n1CCc1ccccc1)C(=O)Nc1ccccc1C#N (stereo unspecified)	4.0%	-13.7%	-8.2%	-0.6%
O=C(Nc1cccc(Cl)c1)c1cc(S(=O)(=O)N2CCC3(CC2)OCCO3)ccc1F	-16.3%	-7.8%[10.9 µM]	-25.3%	?
CC(=O)N1CCCc2cc(S(=O)(=O)N(Cc3ccccc3)C(C)C)ccc21	6.8%	-8.9%[10.9 µM]	-26.2%	0.9%
CCOc1ccc(CNC(=O)C2CCN(Cc3cc4ccccc4n3Cc3ccccc3C)CC2)cc1	10.5%	-5.4%[10.9 µM]	-9.2%	?
CCS(=O)(=O)Nc1ccc(-c2cn3ccsc3n2)cc1	?	7.4%[10.9 µM]	?	-1.1%
Cc1cccc(C(=O)N2CCc3cc(CNC(=O)c4ccc(Br)o4)ccc32)c1	5.0%	5.1%[10.9 µM]	27.5%	?
CC(C)Cn1c(=O)c(C(=O)Nc2cnccn2)c(O)c2ccccc21	3.3%	-3.4%	12.8%	-1.3%
CC(=O)c1ccc(NC(=O)C2CCCN2S(=O)(=O)c2cccc3cccnc23)cc1 (stereo unspecified)	-6.8%	-0.4%	-1.7%	0.6%
O=C1CCCN1CN(C(=O)c1ccc2c(c1)OCO2)c1cccc(Cl)c1	-6.1%	-10.6%	-8.8%	-0.5%
c1ccc(NN(Cc2cnccn2)c2ccccc2)cc1	3.5%[9.22 µM]	0.1%[10.9 µM]	-3.6%[9.22 µM]	-0.3%[11.4 µM]
COc1ccc(O[C@H]2C=C[C@@H](c3ccccc3)O[C@@H]2CO/N=C(\C)CCN2CCc3nc(-c4ccccc4)c(-c4ccccc4)cc3C2)cc1	-22.5%[9.22 µM]	.	-6.7%[9.22 µM]	.
O=C(c1ccc2c(c1)N(Cc1cccc(Cl)c1)C(=O)c1ccccc1S2(=O)=O)N1CCc2ccccc21	15.0%	-24.7%[10.9 µM]	11.1%	-1.0%
Cc1c(C(=O)N2CCC(C(N)=O)CC2)sc(N)c1C#N	3.9%	.	-1.8%	.
CC1N(O)C(C)(C)C(c2ccccc2)=[N+]1[O-] (stereo unspecified)	19.7%	.	19.7%	.
O=C(NCCCN1CCCCC1)c1sc2ncccc2c1-n1cccc1	1.6%	-8.2%[10.9 µM]	-24.9%	-0.8%
CC(C)CC(OC(=O)c1cccs1)C(=O)NCc1ccco1 (stereo unspecified)	17.8%	-11.0%	-6.4%	-3.2%
CC(C)CN(CCCNC(=O)CN1N=C(c2ccc(Cl)cc2)CCC1=O)CC(C)C	-4.8%	-22.6%[10.9 µM]	-23.0%	?
Nn1c(-c2cccc(Br)c2)n[nH]c1=S	-5.7%	-2.7%	-8.7%	1.4%
CCN(C(=O)COc1ccccc1)c1nnc(-c2cccnc2)s1	-3.2%	.	-1.1%	0.5%
CCOC(=O)c1nnn(-c2nc(OC)nc(N(C)C)n2)c1-c1ccccc1	8.6%	-3.5%	6.1%	2.6%

(further entries)
SMILES	p53ts 32C kill	Peg3 imprint	p53ts 39C tox	IkB signaling
Cc1c(F)cccc1NC(=O)C1CCCN1S(=O)(=O)c1ccc(F)cc1 (stereo unspecified)	-16.5%	-7.0%[10.9 µM]	4.2%	0.2%
C=CCSc1n[nH]c(-c2ccc(OC)cc2)n1	-29.5%	-38.4%[inhibitor]	?	5.6%
COc1ccc(-c2nnc(N(C)C(=O)c3cccnc3)s2)cc1	?	-72.4%[inhibitor]	?	0.1%
Cn1c2ccccc2c2ncn(CCC3=CCCCC3)c(=O)c21	-10.7%	-26.4%	-3.2%	?
COC(=O)c1ccc2nc(C)cc(Nc3ccc(O)cc3)c2c1	-6.0%	-9.1%[10.9 µM]	-7.8%	10.6%
CCOc1ccc(NC(=O)CSc2nnc(C3CC3)n2N)cc1	-26.6%	-4.2%	-1.7%	-0.7%
CC(C)n1c(Nn2cnnc2)nc2ccccc21	5.1%	20.3%	9.8%	0.1%
C=CCc1c(C)[nH]c(=S)c(C#N)c1C	-0.9%	-3.8%	4.0%	0.6%
CC(C)(C)NC(=O)C1CCN(c2nc3ccccc3nc2C(F)(F)F)CC1	5.9%	26.4%[10.9 µM]	-7.4%	0.5%
O=C(NCc1ccc2c(c1)OCO2)c1ccc2snnc2c1	3.3%	-5.8%	8.8%	2.0%
O=C(CS(=O)CC(=O)N(CC(=O)NC1CCCC1)C1CCCCC1)Nc1ccc(F)cc1 (stereo unspecified)	5.3%	-6.5%	-1.2%	?
CCOC(=O)c1ccc2nc3c(cc2c1)CCS3	-14.7%	-23.2%	-19.2%	-0.4%
CCCCOc1ccc(NC(=O)CSCC(=O)OCC)cc1	-4.0%	-2.8%	6.2%	?
CCN(Cc1nc(-c2cccc(C)c2)no1)S(=O)(=O)c1ccc(C)cc1	0.0%	-10.3%[10.9 µM]	-16.9%	?
OCCN(CO)CO	-1.7%[9.22 µM]	-3.9%[10.9 µM]	7.6%[9.22 µM]	0.2%[11.4 µM]
O=C(O)C[C@H](Cc1ccccc1)C(=O)O	-1.9%[9.22 µM]	-7.7%[10.9 µM]	0.6%[9.22 µM]	-3.1%[11.4 µM]
CCC(C)NC(=O)CSc1nc2c(sc3ccccc32)c(=O)n1CCc1ccccc1 (stereo unspecified)	-6.7%	-12.2%[10.9 µM]	-13.1%	-0.8%
NCCC1([N+](=O)[O-])CCNCC1	0.3%[9.22 µM]	-9.4%[10.9 µM]	-2.2%[9.22 µM]	0.8%[11.4 µM]
COc1ccc(-c2cn3ccc4ccccc4c3n2)cc1	?	.	11.2µM*	.
Cc1ccc(C(=O)Nc2ccc(OCc3cc(=O)n4c(C)csc4n3)cc2)cc1	1.6%	-8.6%[10.9 µM]	21.0%	0.0%
CCOc1ccc(-c2nc(CSCC(=O)N3CCN(c4cccc(OC)c4)CC3)c(C)o2)cc1	-7.7%	-23.7%	-2.2%	?
COc1ccccc1N1CCN(C(=O)c2ccc3c(=O)n(Cc4ccco4)c(=S)[nH]c3c2)CC1	5.4%	-20.2%	-5.4%	?
C=CCNC(=O)c1ccc2nccnc2c1	-16.6%	.	-13.0%	.
Cc1cc(C#N)c(C)n1-c1cc(C(F)(F)F)ccc1N1CCOCC1	8.1%	-7.9%	-7.9%	0.8%
S=c1[nH]nc(-c2ccc3ccccc3n2)o1	-12.2%	-79.1%[inhibitor]	-15.6%	0.5%

New compounds follow
SMILES	p53ts 32C kill	Peg3 imprint	p53ts 39C tox	IkB signaling
COCCCNC(=O)Cn1c(=O)n(-c2ccc(Cl)cc2)c(=O)c2c3c(sc21)CCCCC3	8.9%	-15.1%[10.9 µM]	3.5%	-2.3%
CCCOc1ccc(C2C(C(=O)OC)=CN(CCOC)C=C2C(=O)OC)cc1	6.0%	-15.3%	1.4%	-0.9%
CCOC(=O)CCc1c(C)c2c(C)nn(-c3ccccc3)c2[nH]c1=O	?	-11.1%	-14.6%	1.6%
COc1cc(NC(=O)c2cc(-n3cnnc3)ccc2Cl)cc(OC)c1	-4.5%	-16.4%	2.2%	1.7%
CCOC(=O)c1ccccc1NC(=O)CSc1ncc(CO)n1Cc1ccc(C)cc1	-9.9%	-11.5%[10.9 µM]	-4.4%	2.1%
O=C1CCC(=O)N1OCCOc1ccc2c(c1)CCC2	-11.7%	-13.5%	-3.1%	-0.3%
COc1cc(CNC(=O)c2ccc3nc(CCc4ccccc4)oc3c2)cc(OC)c1OC	2.7%	-15.7%[10.9 µM]	-18.0%	?
O=C1c2ccccc2S(=O)(=O)N1CCOc1ccc(F)cc1	-13.6%	-16.6%	-11.7%	-2.7%

Bioassay records: PubChem BioAssay, National Center for Advancing Translational Sciences (NCATS)
